# p53ts 32C kill = cytotoxicity in p53ts cells at permissive temperature | H1299-p53A138V at 32C, ATP luminescence viability, 24 h | Potency, µM (titrated, usually from 46.1 µM), for the others: at the highest dose activity change, negative = cytotoxicity, most hits filed as cytotoxic | 130,000 compounds, 0.93% hits | AID 924;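 further: 0% = DMSO and -100% = full killing by reference compound; nearly all actives have a fitted effect of over 55% in size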
#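 Viability by ATPlite luminescence after 24 h compound treatment (up to 46 uM) at the permissive 32C. Cells are H1299 carrying p53 A138V. Scale runs from DMSO basal to 100 uM tamoxifen as full kill; AC50 from Hill fits.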
# p53ts 39C kill = cytotoxicity in p53ts cells at nonpermissive temperature. H1299-p53A138V viability at 39C, ATP luminescence, 24 h. Potency, µM (highest dose often 46.1 µM), inactives show top-dose activity change, negative = cell killing, most hits filed as cytotoxic. 130,000 compounds, 1.5% hits; further: nearly all actives have a fitted effect of over 55% in size
# IkB sig inh = IkB pathway inhibition in ABC-DLBCL cells. ABC-DLBCL IkBa-CBG/CBR dual luciferase ratio, 4 h; response scale: scaled: untreated 0%, proteasome inhibitor 100%. Potency, µM (series often up to 57.1 µM), for the others: at the highest dose IkBa stabilization activation. 110,000 compounds, 0.04% hits. AID 445; active means well fitted curve in the direction sought with a large enough effect in the signal ratio, not every such curve was filed as active; inconclusive means small, poorly fitted or top-dose-only effect, or a change in a side signal; the % refers to the signal ratio;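 further: the direction sought is a rising ratio; 0% = basal untreated cells and 100% = reference inhibitor full response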
#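 Luminescence ratio of IκBα-fused green versus native red beetle luciferase in OCI-Ly3 cells, 4 h post-doxycycline with compound; red signal alone, scaled from basal (0%) to zero light (-100%), flagged nonspecific or cytotoxic effects.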
# Peg3 imprint = inducers of genomic imprint erasure in mouse ES cells. mouse ES Peg3-LacZ reporter, beta-gal luminescence, 40 h. Potency, µM (titrated, usually from 60.7 µM), for the others: top-dose activity change, positive = activation, hits mostly activators. 110,000 compounds, 0.02% hits;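 further: 0% = negative control wells on the plate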
#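 Each well holds 300 Peg3LacZ-Neo (maternal) female ES cells incubated 40 h at 37C, 5% CO2. LacZ is measured by BetaGlo luminescence, with AC50 and maximum efficacy derived from dose-response curves.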
# Active calls of the source: *; ? = inconclusive; / = no result given; & = joins results of further samples; [ ] = dose if it differs, or a comment. Unless noted, the call rests on the fitted dose curve; in most records, active means well fitted curve in the direction sought with a large enough effect; inconclusive means small, poorly fitted or top-dose-only effect, or another doubt; inactive means no such curve, though single readings can be large; an effect the other way counts as inactive or inconclusive. Unless noted, on the % scale 0 is the no-effect control and ±100 the full control effect; potency means the concentration at half of the fitted maximal effect.
canonical_smiles	p53ts 32C kill	p53ts 39C kill	IkB sig inh	Peg3 imprint
O=C(C1CCCN(Cc2cccs2)C1)N1CCCCCC1 (stereo not drawn)	4%	-6%	0.6%	8%
COCCCN1C(=O)c2ccc(C(=O)Nc3ccc(OC)cc3OC)cc2C1=O	1%	7%	1.5%	-1%
N/C(=N\c1nc2ccccc2o1)NC(=O)C(Cc1ccccc1)N1C(=O)c2ccccc2C1=O (stereo not drawn)	-11%	2%	?	-8%
O=C(NCc1cccnc1)C1c2ccccc2C(=O)N1C1CCCCCC1 (stereo not drawn)	-1%	4%	2.1%	12%
COc1ccc(CNC(=O)Cn2c(=O)nc(-c3ccccc3)c3ccccc32)cc1OC	3%	4%	0.1%	5%[10.9 µM]
Cc1nc2nc(SCC(=O)O)nn2c(C)c1Cc1c(F)cccc1Cl	7%	-25%	?	-7%[10.9 µM]
COCCN1C(=O)c2oc3ccccc3c(=O)c2C1c1cccc(O)c1 (stereo not drawn)	6%	12%	-3.1%	-4%
CC(=O)N1C(=O)C(=C2C=C(C)OC(C)=C2)c2ccccc21	-4%	1%	2.3%	-7%
CCC12CN3CC(C)(CN(C1)C3c1c[nH]c3ccc(OC)cc13)C2=O (stereo not drawn)	3%	-6%	-0.2%	3%[10.9 µM]
CCN1CCC2(CC1)C(C#N)=C(N)Oc1c2sc2nc(C)cc(C)c12	-15%	-12%	1.1%	-10%
CCCc1[nH]nc2c1C(/C(C)=C/c1ccccc1)C(C#N)=C(N)O2 (stereo not drawn)	-11%	-10%	?	-15%
COc1ccc(S(=O)(=O)c2c(Nc3c(C)cccc3C)sc(C(=O)c3ccc4c(c3)OCO4)c2N)cc1	24%	-6%	?	-32%[inhibitor][10.9 µM]
COc1ccc(C(O)C(CC(=O)NCCCOC(C)C)C(=O)NCCCOC(C)C)cc1OC (stereo not drawn)	20%	1%	-1.3%	-3%
COc1ncc2nc(CCc3ccccc3)c(=O)n(C3CC3)c2n1	-17%	3%	-3.1%[11.4 µM]	/
CC(=NCCc1ccccc1)C1=C(O)COC1=O	5%	-4%	-1.7%	-8%
O=S(=O)(O)c1ccc(-c2nnc(-c3ccccn3)nc2-c2ccc(S(=O)(=O)O)o2)o1	14%[9.22 µM]	-4%[9.22 µM]	0.7%[11.4 µM]	-4%[10.9 µM]
CCc1nn(CC(=O)N2CCN(c3cccc(Cl)c3)CC2)c(=O)c2cc3sccc3n12	2%	16%	2.9%	-7%[10.9 µM]
O=C(Nc1ccc(F)c(Cl)c1)C1CCCN(c2ncnc3onc(-c4ccc(F)cc4)c23)C1 (stereo not drawn)	0%	7%	?	12%[10.9 µM]
COc1ccc(-c2cn(-c3ccc(C)cc3)c(S(=O)(=O)CC(=O)Nc3ccc(F)cc3)n2)cc1	-7%	-25%	?	-11%[10.9 µM]
O=C(Cn1c(C(=O)NCCCN2CCOCC2)cc2sccc21)c1ccccc1	-5%	0%	0.1%	11%
CN1CCN(CCCNC(=O)c2ccc3c(c2)N(Cc2ccccc2)CCS3)CC1	-3%	-10%	-0.1%	-11%
CCOc1cc(C(=S)N2CCCC2)ccc1OCC(=O)Nc1c(C)cc(C)cc1C	-2%	1%	/	/
CCCn1c(=C(C#N)C#N)s/c(=C2\C=Cc3ccccc3N2CC)c1=O	-8%	7%	0.5%	-7%
CCc1ccc(NC(=O)C2CCCN(S(=O)(=O)c3ccc4[nH]c(=O)ccc4c3)C2)cc1 (stereo not drawn)	-5%	-19%	-1.2%	4%[10.9 µM]
C[C@]12CCC3c4ccc(OC(=O)c5ccccc5)cc4CCC3C1CCC2=O (stereo partly drawn)	0%	8%	/	-2%
Cc1onc(-c2ccccc2)c1C(=O)N1CCCc2ccccc21	2%	0%	0.6%	12%
CCN(CC)S(=O)(=O)N1CCC(C(=O)NC2CCCC2)CC1	-5%	3%	0.7%	-7%
CCc1cccc(C)c1NC(=O)c1cc(S(=O)(=O)N(C)Cc2ccccc2)ccc1F	-5%	-11%	3.2%	-12%[10.9 µM]
COc1ccc(CNC(=O)Nc2ccc(OC)cc2)cc1	7%	22%	3.3%	-24%
COc1ccc(-n2c(=O)c3sc4ccccc4c3n(CC(=O)NC3CCCCC3)c2=O)cc1	-5%	-11%	-0.2%	-13%[10.9 µM]

# Full records as entered above. Screens in order: p53ts 32C kill, p53ts 39C kill, IkB sig inh, Peg3 imprint
# `Cc1onc(-c2ccccc2)c1C(=O)N1CCCc2ccccc21` reads 2%, 0%, 0.6%, 12%
# `CCc1cccc(C)c1NC(=O)c1cc(S(=O)(=O)N(C)Cc2ccccc2)ccc1F` reads -5%, -11%, 3.2%, -12%[10.9 µM]

# Going on with the list.
# Field names – A = p53ts 32C kill; B = p53ts 39C kill; C = IkB sig inh; D = Peg3 imprint
CCCOc1ccccc1C1NC(=O)NC(C)=C1C(=O)OCc1ccccc1 (stereo not drawn)
  A = 31%[activator]	B = 10%	C = /	D = /
COCCNC(=O)c1ccccc1-c1ccccc1C(=O)O
  A = 0%	B = 18%	C = ?	D = -16%
Cc1cc(Nc2ccc(C(C)C)cc2)n2ncnc2n1
  A = -4%	B = -2%	C = 3.0%	D = -18%
COc1ccc(OC)c(NC(=O)CCCc2nnc3n(C(C)C)c(=O)c4sccc4n23)c1
  A = 1%	B = -14%	C = -0.8%	D = -11%[10.9 µM]
Cc1noc(C)c1-c1nc(NC2CC2)c2ccccc2n1
  A = 8%	B = -7%	C = 0.8%[11.4 µM]	D = -11%
COc1cccc(C(=O)Nc2cccc(-c3nc4ncccn4c3C)c2)c1
  A = -13%	B = -4%	C = -1.7%	D = -20%[10.9 µM]
CCC(Sc1nccn1C)C(=O)Nc1cccc2ccccc12 (stereo not drawn)
  A = -10%	B = 12%	C = -1.4%	D = -9%
COC(=O)c1c(SC)nc2ccccc2c1OCc1cc(C)ccc1C
  A = -2%	B = 18%	C = 3.5%	D = -14%[10.9 µM]
CC(C)N1CCc2c(sc(NC(=O)c3ccc(S(=O)(=O)N4CCOCC4)cc3)c2C(N)=O)C1
  A = -8%	B = 65%[activator]	C = -3.0%	D = -5%
Cc1ccc(-c2nc3n(n2)C(=O)CC(c2ccc(C)cc2)S3)cc1 (stereo not drawn)
  A = -7%	B = 2%	C = ?	D = -7%[10.9 µM]
COc1cccc([C@H]2Nc3ccc(S(=O)(=O)Nc4cc(C)ccc4C)cc3[C@H]3C=CC[C@H]32)c1
  A = -13%	B = -16%	C = ?	D = -12%[10.9 µM]
Cc1ccccc1CNC(=O)Cn1ccc2cc(S(=O)(=O)N3CCCCC3)ccc21
  A = -7%	B = -12%	C = 2.2%	D = -4%[10.9 µM]
COc1ccc(OC)c(C(=O)COC(=O)CNC(=O)C2CCCCC2)c1
  A = 6%	B = 3%	C = 0.2%	D = -2%
Cc1ccc(OCC(=O)Nn2cnnc2)c(Br)c1
  A = -6%	B = 9%	C = /	D = /
CCOc1ccccc1CNC(=O)C1CCN(S(=O)(=O)c2ccc3[nH]c(=O)ccc3c2)CC1
  A = -2%	B = -16%	C = ?	D = -9%[10.9 µM]
COc1ccc(-n2c3c(cc(C(=O)N4CCN(CCO)CC4)c2=O)C(=O)CC(C)(C)C3)cc1
  A = -5%	B = 13%	C = 0.6%	D = 2%
COc1ccc(CC(=O)OCC(=O)NC(=O)NC2CCCCC2)cc1
  A = 1%	B = -20%	C = 2.5%	D = -6%
Cc1c2cnn(CC(=O)N3CCN(c4ncccn4)CC3)c(=O)c2c(C)n1Cc1ccc(F)cc1
  A = 0%	B = -6%	C = /	D = /
CN1CCN(C2=C(Cl)C(=O)C(c3cnc(N4CCCCC4)s3)=C(Cl)C2=O)CC1
  A = -1%	B = 31%[activator]	C = /	D = /
COc1cc(NC(=O)C(C)Oc2ccccc2)cc(OC)c1 (stereo not drawn)
  A = -1%	B = 0%	C = -1.3%	D = 6%

# Taken from above.
# `Cc1ccc(OCC(=O)Nn2cnnc2)c(Br)c1` @ p53ts 39C kill: 9%
# `COc1cccc([C@H]2Nc3ccc(S(=O)(=O)Nc4cc(C)ccc4C)cc3[C@H]3C=CC[C@H]32)c1` @ p53ts 39C kill: -16%
# `COc1ccc(CC(=O)OCC(=O)NC(=O)NC2CCCCC2)cc1` @ p53ts 39C kill: -20%

# The results go on.
# Field names – A = p53ts 32C kill; B = p53ts 39C kill; C = IkB sig inh; D = Peg3 imprint
CCOC(=O)C(CC)n1nc(C)c2c(C)n(-c3ccc(C)cc3)nc2c1=O (stereo not drawn)
  A = -1%	B = -16%	C = -2.4%	D = -5%[10.9 µM]
COc1ccc(NC(=O)c2ccco2)cc1NC(=O)c1ccco1
  A = -1%	B = 2%	C = -2.2%	D = -3%
CC(C)=CCC/C(C)=C/COc1ccc2ccc(=O)oc2c1
  A = -6%	B = -2%	C = /	D = -21%&-14%
CC(C(=O)NC1CCCCCC1)N(c1ccccc1)S(C)(=O)=O (stereo not drawn)
  A = 6%	B = 6%	C = 1.4%	D = -16%
O=S(=O)(Cc1ccccc1Cl)N1CCN(Cc2ccc3c(c2)OCO3)CC1
  A = 4%	B = 6%	C = 3.4%	D = -18%
CCCCn1c(=N)c(C(=O)NC2CCCCC2)cc2c(=O)n3cccc(C)c3nc21
  A = -4%	B = 11%	C = 5.4%	D = -3%[10.9 µM]
O=C(c1cccs1)N1CCC(c2nc3c(nnn3Cc3ccccc3)c(=O)[nH]2)CC1
  A = -4%	B = -1%	C = -2.0%	D = /
CCOC(=O)NC1(C(F)(F)F)C(=O)N(Cc2ccccn2)C2=C1C(=O)CC(C)(C)C2 (stereo not drawn)
  A = -10%	B = 9%	C = -0.4%	D = -8%
CCOC(=O)c1nc(S(C)(=O)=O)ncc1Cl
  A = ?	B = ?	C = ?	D = -29%
CCN1C(=O)/C(=C\N(C(C)=O)c2ccccc2)OC1=S
  A = 9%	B = 16%	C = /	D = /
CCCS(=O)(=O)Nc1cc(-c2cn3cccc(C)c3n2)ccc1C
  A = ?	B = ?	C = -0.5%	D = -9%[10.9 µM]
CCSc1nnc2c(n1)OC(c1ccc(OC)cc1OC)N(C(C)=O)c1ccccc1-2 (stereo not drawn)
  A = 5%	B = 11%	C = -3.9%	D = -12%[10.9 µM]
COC1CCCCC1Nc1cccc(SC)c1 (stereo not drawn)
  A = 26%	B = -2%	C = -2.6%	D = -8%

# Among those listed so far, 11 have a halogen:
# Field names – A = p53ts 32C kill; B = p53ts 39C kill; C = IkB sig inh; D = Peg3 imprint
Cc1nc2nc(SCC(=O)O)nn2c(C)c1Cc1c(F)cccc1Cl
  A = 7%	B = -25%	C = ?	D = -7%[10.9 µM]
CCc1nn(CC(=O)N2CCN(c3cccc(Cl)c3)CC2)c(=O)c2cc3sccc3n12
  A = 2%	B = 16%	C = 2.9%	D = -7%[10.9 µM]
O=C(Nc1ccc(F)c(Cl)c1)C1CCCN(c2ncnc3onc(-c4ccc(F)cc4)c23)C1 (stereo not drawn)
  A = 0%	B = 7%	C = ?	D = 12%[10.9 µM]
COc1ccc(-c2cn(-c3ccc(C)cc3)c(S(=O)(=O)CC(=O)Nc3ccc(F)cc3)n2)cc1
  A = -7%	B = -25%	C = ?	D = -11%[10.9 µM]
CCc1cccc(C)c1NC(=O)c1cc(S(=O)(=O)N(C)Cc2ccccc2)ccc1F
  A = -5%	B = -11%	C = 3.2%	D = -12%[10.9 µM]
Cc1ccc(OCC(=O)Nn2cnnc2)c(Br)c1
  A = -6%	B = 9%	C = /	D = /
Cc1c2cnn(CC(=O)N3CCN(c4ncccn4)CC3)c(=O)c2c(C)n1Cc1ccc(F)cc1
  A = 0%	B = -6%	C = /	D = /
CN1CCN(C2=C(Cl)C(=O)C(c3cnc(N4CCCCC4)s3)=C(Cl)C2=O)CC1
  A = -1%	B = 31%[activator]	C = /	D = /
O=S(=O)(Cc1ccccc1Cl)N1CCN(Cc2ccc3c(c2)OCO3)CC1
  A = 4%	B = 6%	C = 3.4%	D = -18%
CCOC(=O)NC1(C(F)(F)F)C(=O)N(Cc2ccccn2)C2=C1C(=O)CC(C)(C)C2 (stereo not drawn)
  A = -10%	B = 9%	C = -0.4%	D = -8%
CCOC(=O)c1nc(S(C)(=O)=O)ncc1Cl
  A = ?	B = ?	C = ?	D = -29%

# Compound activity deposited in PubChem by National Center for Advancing Translational Sciences (NCATS).
